STEP inh = STEP (human) phosphatase inhibition | recombinant STEP, OMFP fluorogenic substrate, fluorescence | inhibition, % at 20 µM | hit rate 0.25% among 360,000;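 active = inhibition at 20 µM, scaled per plate between control wells, above about 37%, limit read from the data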;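 note: 0% = DMSO with enzyme and substrate and 100% = substrate only without enzyme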
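System: isolated STEP enzyme; schedule: 20 min enzyme reaction at room temperature, protected from light; medium: Bis-Tris buffer pH 6.0, 2.5 mM DTT, 0.005% Tween 20; signal: fluorescence, 480/540 nm; dosing: single compound dose of 20 µM, 1% DMSO final; also added: OMFP substrate, 25 µM final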
CSN inh = blocks human CSN-mediated cullin deneddylation; Q92905; Purified CSN, SCF-Nedd8-OG deneddylation, fluorescence polarization; inhibition, % at 12.5 µM; hit rate 0.38% among 360,000; AID 651999;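 active = pattern-corrected inhibition above about 35%, with an unprinted fluorescence ratio check between 0.5 and 1.5, limit read from the data, passing the limit was not always enough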;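 note: 0% = enzyme with substrate and 100% = substrate without enzyme; some results filed as inactive read as strong as hits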
Target sequence (Q92905 whole entry, looked up, one chain of several): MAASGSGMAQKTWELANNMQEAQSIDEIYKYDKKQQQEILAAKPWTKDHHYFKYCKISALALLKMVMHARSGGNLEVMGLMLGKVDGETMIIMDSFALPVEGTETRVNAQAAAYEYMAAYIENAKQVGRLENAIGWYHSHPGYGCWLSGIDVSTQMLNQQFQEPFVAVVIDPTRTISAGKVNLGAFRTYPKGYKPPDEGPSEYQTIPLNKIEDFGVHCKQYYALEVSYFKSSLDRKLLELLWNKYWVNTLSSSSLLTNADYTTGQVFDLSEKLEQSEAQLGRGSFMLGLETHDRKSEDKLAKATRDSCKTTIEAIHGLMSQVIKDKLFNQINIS
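Assay system: purified human Csn5 enzyme expressed in HEK293T cells; Input: 0.24 nM Csn5 enzyme, final concentration; Reagent: 10 nM SCFSkp2-Nedd8OG; Compound dosing: 12.5 µM single point; Times: reaction 90 min, room temperature; Technique: fluorescence polarization readout.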
NadD inh = blocks S. aureus nicotinate mononucleotide adenylyltransferase; purified NadD enzyme, colorimetric absorbance read-out; inhibition, % at 20 µM; hit rate 0.78% among 360,000; in the data active = inhibition above about 26%; note: some compounds past the cut are filed as inactive
DNMT1 inh = DNMT1 (human) enzyme inhibition. hit rate 0.83% among 360,000. P26358. inhibition (reported as % activation of signal), % at 10 µM. DNMT1 molecular beacon, Hinp1I cleavage, fluorescence; in the data active = inhibition above about 50%
Rpn11 inh = blocks the human proteasome subunit Rpn11; human 26S proteasome, Ub4-pepOG fluorescence polarization; 20S core pre-blocked with epoxomicin; calls only at 20 µM; hit rate 0.59% among 360,000; AID 588493;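 active = inhibition at 20 µM, scaled to each plate's controls, above about 33%, limit read from the data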
LMPTP inh = blocks human LMPTP phosphatase. hit rate 0.22% among 360,000. recombinant LMPTP-A, OMFP fluorogenic substrate, fluorescence intensity. inhibition, % at 20 µM. AID 651560. P24666;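 active = compounds that cut the enzyme signal by at least half of the control window in the single-dose screen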;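 note: plate controls were DMSO wells with enzyme plus substrate for no effect and substrate without enzyme for full effect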
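Test system – LMPTP-A enzyme · Amount – LMPTP-A at 0.625 nM final in the reaction · Buffer or medium – Bis-Tris pH 6.0, DTT, detergent · Reagent – OMFP 400 µM · Doses – single 20 µM dose · Schedule – reaction 50 min, room temperature, dark · Detection – fluorescence intensity of OMFP turnover product · Evaluation – percent inhibition versus substrate-only and uninhibited controls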
Rin1 Abl inh = blocks binding of human Rin1 to Abl; P00519+Q13671; TR-FRET Rin1/Abl binding, biochemical; inhibition, % at 7.35 µM; hit rate 0.4% among 360,000; in the data active = inhibition above about 5%, passing the limit was not always enough
Neddyl block = cullin neddylation inhibition | AID 651699 | TR-FRET cullin neddylation, biochemical | calls only at 25 µM | hit rate 0.58% among 360,000; in the data active = inhibition above about 36%
Target sequence (P61081 whole entry, looked up): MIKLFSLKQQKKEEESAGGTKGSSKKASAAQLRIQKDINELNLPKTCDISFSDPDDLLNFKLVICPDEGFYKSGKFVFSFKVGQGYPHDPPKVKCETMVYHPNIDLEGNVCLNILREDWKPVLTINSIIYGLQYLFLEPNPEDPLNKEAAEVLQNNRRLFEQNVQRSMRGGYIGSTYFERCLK
Target sequence (Q13564 whole entry, looked up): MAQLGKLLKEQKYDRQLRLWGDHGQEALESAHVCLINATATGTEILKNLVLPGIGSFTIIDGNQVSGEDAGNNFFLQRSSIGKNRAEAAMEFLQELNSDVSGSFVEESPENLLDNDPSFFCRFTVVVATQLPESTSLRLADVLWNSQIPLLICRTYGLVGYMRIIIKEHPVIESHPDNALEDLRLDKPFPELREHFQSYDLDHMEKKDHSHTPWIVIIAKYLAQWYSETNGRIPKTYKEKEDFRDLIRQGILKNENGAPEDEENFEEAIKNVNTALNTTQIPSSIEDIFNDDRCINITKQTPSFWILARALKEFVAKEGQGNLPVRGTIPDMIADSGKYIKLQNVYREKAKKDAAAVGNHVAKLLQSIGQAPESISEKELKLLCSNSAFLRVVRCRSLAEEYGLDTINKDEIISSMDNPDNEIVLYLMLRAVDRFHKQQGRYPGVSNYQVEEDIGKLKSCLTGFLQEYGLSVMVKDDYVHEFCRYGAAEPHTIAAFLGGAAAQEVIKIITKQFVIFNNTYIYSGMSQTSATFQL
Scp-1 inhibitor = inhibitors of human Scp-1 phosphatase. Q9GZU7. Recombinant Scp1, phosphopeptide, malachite green phosphate absorbance. inhibition, % at 20 µM. hit rate 0.88% among 340,000. AID 493091;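 active = inhibition above about 50% at 20 µM, limit read from the data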;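 note: plate controls were DMSO wells with enzyme for no effect and wells lacking enzyme for full effect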
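Test system: SCP-1 phosphatase catalytic domain, residues 76-261 | Compound dosing: One concentration, 20 µM, with 1.0% DMSO | Schedule: 45 min room-temperature reaction, 5 min colour, 30 min stabiliser | Detection: Absorbance at 630 nm | Read-out basis: % inhibition of SCP-1 phosphate liberation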
SUMO1-SIM PPI = alters human SUMO1 binding to SIM partners; P63165; SUMO1 binding to a labelled peptide, TR-FRET, 1 h; inhibition, % at 20 µM; hit rate 0.33% among 360,000; AID 602429; in the data active = inhibition above about 37%
* marks the source's active call; other numbers are inactive results; i = inactive; . = no result given; + = active, no number.

STEP inh	CSN inh	NadD inh	DNMT1 inh	Rpn11 inh	LMPTP inh	Rin1 Abl inh	Neddyl block	Scp-1 inhibitor	SUMO1-SIM PPI	Molecule
-2.9	0.8	1.4	2.4	i	-0.6	-2.8	i	-11.7	1.0	C[C@]12CC[C@@H]3c4ccc(O)cc4CC[C@H]3[C@@H]1C[C@@H](O)[C@@H]2O
-3.1	-0.2	-4.5	12.5	i	-0.9	5.5	i	-4.8	0.6	O=C(CCC(=O)N1CCN(S(=O)(=O)c2ccc(Cl)cc2)CC1)NCc1ccccc1
-0.7	5.6	13.6	7.8	i	5.9	-1.7	i	55.5*	21.1	O=C(CSc1ncccc1-c1nc2ccccc2[nH]1)NCc1ccco1
1.0	0.9	-3.9	2.5	i	-1.6	-0.1	i	-2.8	1.5	CC(C)OCCCN1CC(=O)N2[C@@H](Cc3c([nH]c4ccccc34)C2(C)C)C1=O
-1.5	-1.0	-5.0	-5.3	i	-1.3	0.7	i	-12.7	1.9	COc1ccccc1-c1noc(Cn2cc(S(=O)(=O)N3CCCC3)ccc2=O)n1
-0.5	1.1	-5.1	0.1	i	-2.1	-1.7	+	11.7	-2.8	Cc1ncc(C(=O)O)c(C(=O)O)c1N
1.0	3.4	2.8	-4.0	i	2.5	-5.7	i	.	-5.5	COc1cccc(-c2cnc3c(NC(C)=O)cc(-c4cc(OC)c(OC)c(OC)c4)cn23)c1
-4.0	-30.3	7.2	8.4	i	0.4	-1.1	i	.	3.7	Cc1cc(Br)cn2c(Cc3ccsc3)c(C3CCCCC3)nc12
-3.3	1.5	-3.9	2.9	i	-1.5	4.3	i	.	0.9	C#CC(c1ccccc1)(c1ccccc1)n1ccnc1
-2.4	-0.1	-3.6	5.2	i	-0.1	8.3	i	-3.6	0.9	Cc1ccc(OCCCC(=O)N2CCOCC2)c(C)c1
0.0	1.5	-5.9	-5.1	i	-5.9	0.4	i	-5.3	1.5	CN1CCN(C(=O)CCN2C(=O)/C(=C/c3cccc(Br)c3)SC2=S)CC1
-2.1	6.3	-7.8	-3.1	i	1.2	3.2	i	-11.0	1.1	NS(=O)(=O)c1ccc(NC(=O)Nc2cccc(Cl)c2)cc1
.	-6.9	-0.7	.	.	-1.3	.	i	.	-2.6	COc1cccc(CNC(=O)[C@@H]2CCCN2C(=O)[C@@H]2CCCN2S(=O)(=O)c2ccc(OC)c(C)c2)c1
1.3	1.7	-2.4	1.3	i	0.6	0.4	i	8.7	5.6	O=C(CSc1nc(C2CCCCC2)nc2ccccc12)NCc1ccc2c(c1)OCO2
-1.7	-0.7	-4.7	1.0	i	-1.4	0.7	i	-19.3	2.0	Cc1cc(S(=O)(=O)N2CCN(Cc3ccccc3)CC2)c(C)s1
3.0	7.5	-1.0	-1.1	i	-0.9	4.3	i	-3.8	1.5	Cc1cc(=O)n2[nH]c(SCc3ccc(Cl)cc3)nc2n1
.	-0.3	1.4	.	.	-1.9	.	i	.	-5.5	O=C1NC[C@H](CCCCN2CCN(Cc3ccccc3)C(=O)C2=O)N(CCC2CCCCC2)C1=O
-0.4	0.1	1.9	2.0	i	-1.0	-3.2	i	2.7	-1.5	COc1ccc(C2(C(=O)Nc3ccc(C(=O)O)cc3)CCOCC2)cc1
-4.7	1.6	-9.3	-0.4	i	-0.3	-1.0	i	.	3.4	Cc1cc(C)cc(CC(=O)N2CCC2(C)C(=O)NS(=O)(=O)c2cccc(OC(F)F)c2)c1 (stereo not given)
-0.1	-5.7	0.9	5.8	i	-1.3	-1.2	i	.	-3.4	Cc1ccc(NC(=O)C2(C)CCCN2C)cc1C (stereo not given)
1.4	-1.7	3.8	1.2	i	-1.5	-6.2	i	-9.6	13.4	CCOC(=O)C(=Cc1ccc(-n2cncn2)cc1)C(=O)OCC
-2.4	1.3	-1.8	-5.7	i	-1.1	0.1	i	.	1.4	Cc1ccc(S(=O)(=O)N2CCC(C(=O)N3CCCCCCC3)CC2)cc1C
-2.3	-3.8	-9.8	-6.4	i	-0.4	-0.3	i	-4.6	-34.9	O=C(COc1cccnc1[N+](=O)[O-])Nc1cccc2ccccc12
-0.4	-6.4	-3.3	-2.2	i	-0.5	0.2	i	-3.4	3.0	CCCCN(CCCC)C(=O)c1nsnc1-c1ccccc1O
0.5	3.9	4.9	0.1	i	0.5	2.4	i	-5.5	-0.2	CCOC(=O)C1(CC2CCCCO2)CCN(C(=O)Nc2ccc(SC)cc2)CC1 (stereo not given)
-0.1	10.2	18.5	-2.9	i	2.5	-0.3	i	3.1	-1.5	CSCc1cc(N(C)C)nc(SCc2ccc(Cl)c(Cl)c2)n1
3.4	-8.2	1.4	-3.4	i	-0.4	-0.2	i	-4.8	-21.5	O=C(NC(=S)N1CCN(c2ccc([N+](=O)[O-])cc2)CC1)c1ccc(F)cc1
0.1	-1.8	2.1	-2.2	i	-0.2	2.1	i	2.9	-0.4	NS(=O)(=O)c1ccc(CNC(=O)CSc2ccccc2)cc1
-3.1	-2.7	1.0	-1.5	i	2.0	-0.1	i	-9.5	-1.9	Cc1cc(C(=O)CSc2nc(N)cc(=O)[nH]2)c(C)n1CC1CCCO1 (stereo not given)
0.6	0.2	-10.2	-6.8	i	5.0	-1.4	.	1.4	9.9	CCN(CCCNC(=O)c1cc2c(-c3cccc(OC)c3)nn(C)c2s1)Cc1ccccc1
-1.8	-1.2	-10.8	-0.1	i	-0.6	0.8	i	-5.7	-7.4	COc1ccc(C=O)cc1CN1C(=O)c2ccccc2C1=O
0.6	0.1	4.2	19.5	i	0.2	0.7	i	-0.3	-11.2	COc1cccc(/C=C2/CCC(CN(C)C)C2=O)c1 (stereo not given)

3 structures already listed, ordered by number of heavy atoms, high to low.
STEP inh	CSN inh	NadD inh	DNMT1 inh	Rpn11 inh	LMPTP inh	Rin1 Abl inh	Neddyl block	Scp-1 inhibitor	SUMO1-SIM PPI	Molecule
0.6	0.2	-10.2	-6.8	i	5.0	-1.4	.	1.4	9.9	CCN(CCCNC(=O)c1cc2c(-c3cccc(OC)c3)nn(C)c2s1)Cc1ccccc1
3.4	-8.2	1.4	-3.4	i	-0.4	-0.2	i	-4.8	-21.5	O=C(NC(=S)N1CCN(c2ccc([N+](=O)[O-])cc2)CC1)c1ccc(F)cc1
-0.1	10.2	18.5	-2.9	i	2.5	-0.3	i	3.1	-1.5	CSCc1cc(N(C)C)nc(SCc2ccc(Cl)c(Cl)c2)n1

(next part)
STEP inh	CSN inh	NadD inh	DNMT1 inh	Rpn11 inh	LMPTP inh	Rin1 Abl inh	Neddyl block	Scp-1 inhibitor	SUMO1-SIM PPI	Molecule
-3.7	-5.2	-2.0	-9.8	i	-0.3	-0.6	i	-0.8	2.1	CC(=O)Nc1cc(N=Cc2ccc(O)cc2O)c(Cl)cc1Cl
9.6	5.6	-0.8	1.0	i	-2.3	0.7	i	1.0	5.7	CCN1CCC(CN2CCNC2=S)CC1
0.3	2.8	5.9	0.2	i	0.3	-1.0	i	-2.0	-0.3	O=C(c1ccc(S(=O)(=O)N2CCCC2)cc1)N1CCCC(C(F)(F)F)C1 (stereo not given)
-2.1	-0.9	-1.7	3.7	i	2.8	-0.9	i	24.3	-38.7	CCCCN(C(=O)c1ccc(NC2CC2)c([N+](=O)[O-])c1)c1c(N)n(CC(C)C)c(=O)[nH]c1=O
0.5	-4.0	3.9	-4.3	i	-0.6	-2.6	i	-6.1	0.4	O=C(NCc1ccccc1)C1CCCN1S(=O)(=O)c1cccc2cccnc12 (stereo not given)
13.0	111.8	17.1	28.4	.	8.7	-1.9	i	3.5	-2.7	COc1cc2c3nnc(-c4ccc(F)cc4)c-3cn(Cc3cccc(F)c3)c2cc1OC
5.4	6.2	-0.6	1.0	i	-1.7	0.2	i	-11.2	2.4	CCOC(=O)CN1C2=NCCN2c2ccccc21
3.5	-3.2	-2.2	4.7	i	8.0	-7.2	i	0.3	-18.9	COc1ccc(CCNC(=O)c2cc3c(=O)n4cccc(C)c4nc3n(CCCN3CCOCC3)c2=N)cc1
8.4	-4.5	-0.8	-1.2	i	-0.7	3.6	i	-7.3	-4.1	CN(C)c1ccc(P(=O)(OCc2ccccc2)C(O)c2ccncc2)cc1 (stereo not given)
0.9	-2.9	-2.4	1.0	i	-2.9	2.8	i	-12.2	-0.8	Cc1[nH]c(=O)[nH]c(=O)c1CSc1nnc([C@@H](NC(=O)OC(C)(C)C)C(C)C)o1
2.4	-8.2	2.3	10.3	i	1.2	1.8	.	-5.3	0.5	CC(NC(=O)/C(C#N)=C/c1cn(-c2ccccc2)nc1-c1ccc(F)cc1)c1ccccc1 (stereo not given)
0.8	-1.3	0.3	-0.7	i	1.1	-7.2	i	-7.1	-49.9	CCCC(=O)Nc1c2c(nc3ccccc13)N(c1ccccc1)CC2
1.3	-4.3	1.2	-0.5	i	-0.9	3.5	i	-2.4	0.4	CN1CCC(OC(=O)c2cccc(Br)c2)CC1
1.1	-4.6	-1.7	-1.1	i	0.5	2.6	i	-5.4	8.4	O=C(NC1CCCC1)C(=O)N(Cc1cccnc1)C(C(=O)NC1CCCC1)c1ccco1 (stereo not given)
0.7	-5.4	-5.3	1.1	i	1.0	3.5	i	8.5	-3.6	Nc1nc(SCC(=O)N2CCCc3ccccc32)n[nH]1
0.1	-2.0	-1.5	1.4	i	0.4	1.3	i	-6.5	6.1	O=C(Nc1ccccc1O)c1cccc(S(=O)(=O)N2CCOCC2)c1

Brought forward from above: two entries, followed by the next part.
STEP inh	CSN inh	NadD inh	DNMT1 inh	Rpn11 inh	LMPTP inh	Rin1 Abl inh	Neddyl block	Scp-1 inhibitor	SUMO1-SIM PPI	Molecule
0.7	-5.4	-5.3	1.1	i	1.0	3.5	i	8.5	-3.6	Nc1nc(SCC(=O)N2CCCc3ccccc32)n[nH]1
0.1	-2.0	-1.5	1.4	i	0.4	1.3	i	-6.5	6.1	O=C(Nc1ccccc1O)c1cccc(S(=O)(=O)N2CCOCC2)c1
.	3.4	11.3	.	.	3.4	.	i	.	3.2	C1=C(c2cn(-c3nc4ccccc4s3)nn2)CCCC1
-1.8	-1.1	-0.1	2.1	i	0.5	1.2	i	2.5	-0.6	O=C(Cn1nnc2ccccc2c1=O)N[C@@H](Cc1ccccc1)C(=O)O
1.1	-0.8	-8.5	-5.0	i	0.7	1.1	i	-8.2	-6.6	COc1cccc(N/C(SCc2cccc([N+](=O)[O-])c2)=C(/C#N)C(N)=O)c1
-2.4	1.9	1.4	0.6	i	-1.4	-0.3	i	-10.1	-2.3	O=C(NCCNC(=O)c1cnccn1)c1cccc(Cl)c1
0.7	4.1	-7.8	-4.8	i	0.7	-3.0	i	-6.1	2.1	CSc1cccc(NC(=O)C(C)Sc2ccc(C)cc2)c1 (stereo not given)
0.0	-1.5	-5.2	-0.9	i	-1.7	3.1	i	-12.1	26.0	COc1cccc(OCC(O)CN2CCN(C)CC2)c1 (stereo not given)
-2.5	-1.7	0.4	23.9	i	-1.9	3.8	i	2.6	-2.4	COc1ccc(S(=O)(=O)Nc2c3ccccc3nc(=O)n2-c2ccccc2)cc1
-0.8	0.9	-2.3	-1.4	i	1.3	2.1	i	-4.7	1.5	COc1ccc(NC(=O)CSc2n[nH]c(-c3ccncc3)n2)cc1Cl
